Assay outcomes (PubChem)
RORg inh = blocks mouse ROR gamma transcriptional activity; Drosophila S2 Gal4-RORgamma UAS-luciferase reporter, 20 h; P51450; Potency, µM (doses to about 53.6 µM), inactives show top-dose activity change, negative = inhibition, hits mostly inhibitors; 5.4% of 310,000 active; AID 2551; note: potency is the fitted concentration of half-maximal effect; % is set by controls: 0 for no effect and ±100 for the full control effect; nearly all actives have a fitted effect of over 60% in size
Target sequence (P51450 whole entry, looked up, the tested form may be a part): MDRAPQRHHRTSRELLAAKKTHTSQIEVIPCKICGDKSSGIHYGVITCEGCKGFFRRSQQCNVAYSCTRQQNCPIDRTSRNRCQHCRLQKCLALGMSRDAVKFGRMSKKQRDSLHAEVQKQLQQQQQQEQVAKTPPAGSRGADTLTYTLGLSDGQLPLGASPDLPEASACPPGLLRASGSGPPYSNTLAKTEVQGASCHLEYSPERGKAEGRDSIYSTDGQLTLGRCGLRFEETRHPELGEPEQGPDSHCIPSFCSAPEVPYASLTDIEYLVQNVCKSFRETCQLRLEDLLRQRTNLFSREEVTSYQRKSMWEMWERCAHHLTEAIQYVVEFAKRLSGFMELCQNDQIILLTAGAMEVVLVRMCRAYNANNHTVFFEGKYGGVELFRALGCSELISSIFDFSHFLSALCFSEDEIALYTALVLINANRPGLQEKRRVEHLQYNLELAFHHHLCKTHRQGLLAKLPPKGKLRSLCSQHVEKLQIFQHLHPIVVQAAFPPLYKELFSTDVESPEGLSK
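Luminescence from a UAS-regulated Photinus luciferase reporter in stably transfected Drosophila Schneider cells is measured; decreased signal marks ROR gamma inhibition. Fusion expression is induced by 700 uM copper sulfate for 20 hr.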
Tb PFK block = T. brucei PFK enzyme inhibition; Potency, µM (top dose mostly 57.5 µM), for inactives: at the top dose activity, negative = inhibition, usual class: inhibitors; O15648; AID 485367; T. brucei PFK, ADP-Glo luminescence; 0.17% of 330,000 active;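 note: potency is the fitted concentration of half-maximal effect; 0% = uninhibited 1x PFK enzyme wells and -100% = no-enzyme wells; nearly all actives have a fitted effect of over 60% in size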
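Activity is normalized to no-enzyme wells (full inhibition) and 1.25 nM enzyme wells (no inhibition). Reaction: 0.5 mM F6P, 0.1 mM ATP, 45 min RT, ADP-Glo luminescence; concentration-response curves fitted and classed by quality.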
NPC1 promoter act = NPC1 promoter activation; Huh7 NPC1 promoter luciferase reporter, 24 h; Potency, µM (series often up to 9.22 µM), inactives show at the top dose activation, most hits filed as activators; 2.4% of 320,000 active; AID 485313;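 note: potency is the fitted concentration of half-maximal effect; % of control where 0% means no effect; nearly all actives have a fitted effect of over 60% in size; reporter is driven by a mutant NPC1 promoter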
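Stable NPC1-promoter luciferase Huh7 line; cpd (DMSO) 24 h, 37 °C, 5% CO2; Amplite luciferase reagent 10 min RT; luminescence readout. qHTS format.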
uPA surface inh = blocks generation of uPA at the cell surface; cell surface uPA generation assay, qHTS; 0.31% of 330,000 active; Potency, µM (doses to about 38.3 µM), inactives show at the top dose activity change, negative = inhibition, hits mostly inhibitors; active = well fitted inhibition curve with a large enough effect; inconclusive = small, poorly fitted or top-dose-only effect; inactive = no such curve, though single readings can be large or run the other way; tested in mouse RAW 264.7 cells; note: potency is the fitted concentration of half-maximal effect; % is set by controls: 0 for no effect and ±100 for the full control effect; nearly all actives have a fitted effect of over 55% in size
VP16 counter = inhibits Gal4-VP16 luciferase reporter, ROR gamma counter-screen. 3.5% of 310,000 active. Potency, µM (doses to about 53.6 µM), without a hit: top-dose activity, negative = inhibition, usual class: inhibitors. Drosophila S2 Gal4-VP16 UAS-luciferase, luminescence, 20 h;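 note: Gal4-VP16 expression switched on by copper sulfate through the metallothionein promoter; potency is the fitted concentration of half-maximal effect; % is set by controls: 0 for no effect and ±100 for the full control effect; nearly all actives have a fitted effect of over 50% in size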
FBPA coupling cs = coupling enzyme interference in Giardia aldolase counter-screen | coupling enzyme system counterscreen, AmpLite Red fluorescence | AID 2472 | activity change, negative = inhibition, % at 58.2 µM, hits read low | 0.67% of 290,000 active; in the data active = activity change below about -30%; note: % is set by controls: 0 for no effect and ±100 for the full control effect
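Activity here indicates interference with the coupling reaction, not aldolase inhibition. Compounds at 57.5 uM final met coupling enzymes for 10 min at RT; substrate and AmpLite Red detection followed, with a 525/598 nm fluorescence read after 20 min.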
Rab9 prom act = Rab9 promoter activation; 2.8% of 320,000 active; Potency, µM (titrated, usually from 9.22 µM), inactives show top-dose activation, negative = inhibition, most hits filed as activators; Huh7 Rab9 promoter-luciferase reporter, luminescence, 24 h; note: potency is the fitted concentration of half-maximal effect; % of control where 0% means no effect; nearly all actives have a fitted effect of over 60% in size
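Measured in stably transfected Huh7 cells bearing a Rab9 promoter–luciferase construct: 24 h compound treatment at 37 °C, followed by luminescence detection.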
KCNH2 3.1 inh = blocks the human KCNH2 3.1 channel isoform | U2OS KCNH2 3.1, thallium flux FluxOr; hits give low values | 0.95% of 340,000 active | activity change, % (tested at about 1.8 µM);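 active = maximum activity change below -70%; inconclusive = maximum activity change from -70% to -50%; inactive = maximum activity change above -50%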;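 note: thallium influx rate constant from kinetic fluorescence after stimulation buffer; % is set by controls: 0 for no effect and ±100 for the full control effect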
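Kinetic fluorescence (2 min after stimulation buffer) measures Tl+ influx through KCNH2 3.1 expressed by viral transduction in U2OS cells; the rate constant is normalized against DMSO controls serving as positive and negative references.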
Giardia kill = Giardia lamblia killing. Giardia lamblia trophozoite viability. activity change, % at 7.66 µM, hits read low. 0.15% of 340,000 active; in the data active = activity change below about -80%; inconclusive = between about -30% and that limit;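 note: parasites exposed to compound for two days anaerobically before the ATP read; % is set by controls: 0 for no effect and ±100 for the full control effect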
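Giardia trophozoites, 100 cells per well, were exposed to compounds for 48 hrs at 37 deg C under anaerobic conditions; viability was then read as ATP content by bioluminescence after 15-30 min at room temperature.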
ELG1 genotox = genotoxicity induction in ELG1-luciferase HEK293T cells; AID 504466; HEK293T ELG1-luciferase reporter, luminescence, 16 h; 1.3% of 330,000 active; Potency, µM (titrated, usually from 46 µM), for inactives: top-dose activity change, positive = activation, actives largely listed as activators; note: potency is the fitted concentration of half-maximal effect; % of control where 0% means no effect; nearly all actives have a fitted effect of over 60% in size
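Genotoxic stress is detected as increased luminescence from luciferase-tagged ELG1 in HEK293T cells, measured with ONE-Glo after a 16 hr treatment at 37 °C.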
FLuc counter = counter-screen for miR-21 project: firefly luciferase inhibitors or activators. purified FLuc, Km substrates, luminescence inhibition. Potency, µM (series often up to 57.5 µM), without a hit: top-dose activity change, negative = inhibition, usual class: inhibitors. 6.9% of 360,000 active. AID 588342;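 note: potency is the fitted concentration of half-maximal effect; plate controls were vehicle for no effect and reference inhibitor for full effect; nearly all actives have a fitted effect of over 55% in size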
Target sequence (P08659 whole entry, looked up): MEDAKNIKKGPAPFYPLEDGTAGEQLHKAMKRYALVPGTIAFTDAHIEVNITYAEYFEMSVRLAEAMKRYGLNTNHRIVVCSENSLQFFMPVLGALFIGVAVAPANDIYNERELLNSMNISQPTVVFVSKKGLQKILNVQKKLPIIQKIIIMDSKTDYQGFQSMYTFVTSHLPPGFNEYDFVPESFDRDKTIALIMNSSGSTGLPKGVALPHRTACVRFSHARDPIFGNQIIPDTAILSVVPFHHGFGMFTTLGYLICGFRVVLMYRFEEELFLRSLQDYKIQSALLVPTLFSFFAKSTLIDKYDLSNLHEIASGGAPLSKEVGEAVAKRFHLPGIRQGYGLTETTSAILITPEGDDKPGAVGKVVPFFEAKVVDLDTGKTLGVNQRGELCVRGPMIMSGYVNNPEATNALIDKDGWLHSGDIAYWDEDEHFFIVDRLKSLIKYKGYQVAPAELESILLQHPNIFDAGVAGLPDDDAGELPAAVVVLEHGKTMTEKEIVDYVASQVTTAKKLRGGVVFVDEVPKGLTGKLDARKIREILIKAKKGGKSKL
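Purified P. pyralis luciferase (10nM final) with 10uM D-luciferin and 10uM ATP (Km levels) in 50mM Tris acetate pH 7.5, 10mM Mg acetate, 0.01% Tween-20, 0.05% BSA; qHTS 6-point titration, ~60 µM downward; luminescence read.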
An asterisk follows results filed as active; u = inconclusive; x = not tested or not shown; & = joins results of further samples; [ ] = another dose, or the depositor's remark. Unless noted, calls come from the whole dose curve; as a rule, active = well fitted curve in the direction sought with a large enough effect; inconclusive = small, poorly fitted or top-dose-only effect, or another doubt; inactive = no such curve, though single readings can be large; an effect the other way counts as inactive or inconclusive.

SMILES	RORg inh	Tb PFK block	NPC1 promoter act	uPA surface inh	VP16 counter	FBPA coupling cs	Rab9 prom act	KCNH2 3.1 inh	Giardia kill	ELG1 genotox	FLuc counter
CCn1nnnc1SCC(=O)Nc1cccc(NC(C)=O)c1	38%	-2%	5%	-3%	6%	1	4%	-4	7	1%	-4%
CCc1cc(=O)oc2cc3oc(C)c(C)c3cc12	-4%	1%	-1%	-5%	3%	3	-9%	10	14	-1%	-16%
COc1ccccc1NC(=O)CCC(=O)OCC(=O)c1ccc(C)c([N+](=O)[O-])c1	1%	2%	2%	-4%	-5%	x	2%	8	-8	-2%	4%
Cc1ccccc1NC(=O)Cn1nnc2sc3c(c2c1=O)CC(C)(C)OC3	32%	0%	2%	2%	-2%	4	-2%	1	-2	-4%	-3%
O=C(Nc1nc(-c2ccc(F)cc2)cs1)c1cccnc1	22%	2%	1%	x	-12%	-1	3%	-13	0	4%	1%
CCOC(=O)c1cnc2c(CC)cccc2c1NCCCN1CCOCC1	x	0%	1%	-15%	x	0	-4%	-74*	1	-5%	-1%
CC1CN(C(=O)COC(=O)c2cccc(S(=O)(=O)N3CCc4ccccc43)c2)CC(C)O1 (centres undefined)	x	-1%	x	-3%	x	x	x	-6	8	-3%	x
C#CCOCCOCCOCCNc1nc(N2CCN(C(=O)[C@H](Cc3cc4ccccc4[nH]3)n3cc([C@@H](N)C(C)CC)nn3)CC2)nc(N2CCN(C(=O)[C@H](Cc3cc4ccccc4[nH]3)n3cc([C@@H](N)Cc4ccc(O)cc4)nn3)CC2)n1 (some centres undefined)	-31%	8%	0%	x	u	1	11%	x	x	2%	5%
CC(=O)Nc1ccccc1NC(=O)C(F)(F)F	-23%	-2%	0%	1%	6%	2	1%	-1	-20	-4%	-1%
CCN(CC)CCN1CNC(=S)N(c2ccccc2OC)C1	-32%	3%	0%	5%	-3%	0	-8%	5	0	0%	-2%
CCN(CC)S(=O)(=O)c1cccc(C(=O)N/N=C/c2ccccc2OCC(=O)O)c1	11%	-3%	-4%	1%	8%	0	-3%	7	22	-1%	27µM*
CC(=O)C1=C(C)Nc2ncnn2C1c1ccc(Cl)cc1 (centres undefined)	-16%	-12%	1%	4%	1%	2	-5%	-3	12	1%	1%
O=C(CN(Cc1ccco1)C(=O)c1ccccc1)Nc1ccc(Cl)c(Cl)c1	u	-5%	-1%	3%	-4%	-16	4%	-5	6	-3%	1%
CCOc1cc(NC(=O)C2CCCO2)c(OCC)cc1NC(C)=O (centres undefined)	-4%	0%	-3%	10%	8%	-14	-1%	11	-8	-1%	-1%
CCN(CC)C(=O)CCn1nc(-c2ccc(C)cc2)c2ccccc2c1=O	7%	0%	-5%	0%	3%	1	0%[1.84 µM]	9	-13	-6%	-1%
CC1CCCN(C(=O)CSc2nnc(-c3ccc(S(=O)(=O)N4CCOCC4)cc3)n2C)C1 (centres undefined)	4%	-1%	0%	-5%	1%	9	0%	5	11	-3%	-1%
Cc1cc(C)c2c(N)c(C(=O)NC3CC3)sc2n1	25%	3%	-4%	-1%	3%	0	6%	1	-20	-1%	-16%
CCC1(CC)NC(=O)N(CC(=O)OCC(=O)Nc2ccc(F)c(F)c2F)C1=O	13%	-5%	-3%	6%	-3%	-1	3%	12	17	3%	-1%
CC1(OC(=O)c2cccs2)C(=O)C=C2C=C(C3CC3)OC=C2C1=O (centres undefined)	0%&14%	x	x	9%	6%&-1%	0&0	x	7	u	x	x
Cn1ncc(S(=O)(=O)Cc2ccccc2)c(Cl)c1=O	-3%	-3%	-10%	1%	-5%	5	-39%[inhibitor]	3	-15	2%	u
S=c1[nH]nc(C2CCCCC2)n1/N=C/c1ccc(Cl)cc1	0.35µM*	-26%	-5%	-1%	7.9µM*	-3	-4%	0	-7	-5%	1%
COCCNCc1ccc(C(C)C)cc1	-6%	-1%	6%	-5%	3%[10 µM]	3	-2%[1.84 µM]	-11	31[activator]	0%	0%
Cn1c(=O)c2[nH]c(-c3ccc(S(=O)(=O)O)cc3)nc2n(C)c1=O	x	x	6%[46.1 µM]	1%	x	x	5%[46.1 µM]	18	-17	x	x
CC(C)(O)/C=C/C[C@](C)(O)C1CC[C@]2(C)C1[C@H](O[C@H]1O[C@@H](CO)[C@H](O)[C@@H](O)[C@@H]1O)CC1[C@@]3(C)CC[C@H](O)C(C)(C)C3[C@@H](O)C[C@]12C (some centres undefined)	x	1%	x	3%	x	x	x	4	9	1%	x
Cc1ccccc1OCC(=O)OCC(=O)Nc1ccc2c(c1)OCCO2	x	9%	-1%	3%	x	x	0%	3	-11	1%	x
COCCCNCCCOc1ccc(Cl)cc1Br	1%	-7%	-4%	2%	-1%	2	0%	-5	-9	2%	5%
O=C(CCN1C(=O)NC2(CCCC2)C1=O)Nc1cccc(S(=O)(=O)N2CCOCC2)c1	x	-6%	-1%	7%	x	x	1%	0	14	-5%	0%
Cc1[nH]c2ccc(F)cc2c1CCN(Cc1ccncc1)C(=S)Nc1ccccc1	40%	1%	-8%	-6%	-4%	-2	-6%	7	0	-9%	-8%
N#Cc1c(N)n(-c2ccc(C(=O)O)cc2)c2nc3ccccc3nc12	27%	2%	2%	13%	4%	-9	8%	1	9	0%	-2%
COc1ccc(-c2nnc(Sc3nc4ccccc4o3)c3ccccc23)cc1	17%	-1%	2%	u	1%	0	3%	5	-4	3%	-8%
COc1ccc(/C=N/NC(=O)c2cccnc2)cc1COc1ccc([N+](=O)[O-])c(C)c1	-41%	-6%	-21%	-7%	1%	2	-20%	-22	-8	-5%	-19%
COc1ccc(CCC(=O)NNC(=O)c2cc(Cl)ccc2OC)cc1OC	-6%	15%	-5%	0%	-8%	-3	2%	-4	-18	7%	-1%
O=C(NCCCN1CCCC1=O)C1CCC(CNS(=O)(=O)c2ccc(Cl)cc2)CC1 (centres undefined)	-3%	-13%	0%	-5%	3%	-2	-11%	21	-11	1%	0%
O=C(N/N=C/C(Br)=C\c1ccccc1)c1cccs1	-35%	-4%	2.2µM*	-7%	3%	0	1.6µM*	5	4	u	2.1µM*
C=CCNC(=S)N/N=C(\C)c1ccccn1	0.028µM*	-4%	-6%	-1%	0.11µM*	-2	-16%	5	-5	u	-9%
CC1=NN(C(N)=S)C(=O)C1N=Nc1ccc(Br)cc1 (centres undefined)	0.45µM*	0%	2.2µM*	4%	1.3µM*	7	3.5µM*	-6	-8	9.2µM*	6µM*
CCn1c(=O)c(CCC(=O)NCC2CCCO2)c(C)c2c(C)nn(-c3ccc(C)cc3)c21 (centres undefined)	2%	4%	-3%	3%	-1%	x	-10%	2	-1	-9%	1%
CC(C)CC(OC(=O)c1cccs1)C(=O)NCc1ccco1 (centres undefined)	-11%[0.365 µM]	-11%	2%	0%	x	4	-2%	1	7	1%	-1%
CCOC(=O)CN(C(=O)COC(=O)C1=NNC(=O)CC1)c1ccc(F)cc1	x	0%	x	-1%	x	x	x	-3	-4	1%	x
Cc1cc(N2CCN(C)CC2)nc(N2CCOCC2)n1	-17%	0%	-3%	-6%	-3%[0.365 µM]	1	-2%	-8	-2	-2%	2%
Cc1ccc(S(=O)(=O)NCC(=O)NCC(=O)NCCc2ccccc2F)cc1C	x	-1%	-4%	0%	x	x	2%	8	7	-2%	6%
COc1ccc(NC(=O)CCS(=O)(=O)c2ccc(Cl)cc2)cc1	16%	0%	-4%	0%	3%	1	-2%	-2	-25	x	1%
NC(=O)c1ccsc1NC(=O)COC(=O)CNC(=O)c1ccc(Cl)cc1	x	7%	x	22%	x	x	x	-14	-7	2%	x
COC(=O)c1ccc(N2CCN(C(=O)c3ccccc3)CC2)c(NC(C)=O)c1	-1%	-1%	-7%	2%	7%	1	-11%	-4	-5	0%	-2%
O=C(Nc1ccnn1C1CCN(Cc2ccccn2)CC1)c1cccc(F)c1	-15%	2%	-1%	-6%	1%	1	4%	-10	-1	2%	0%
COc1ccc(C)cc1S(=O)(=O)Nc1cc2c3c(c1)CCC(=O)N3CCC2	x	0%	-2%	-5%	x	x	-4%	-1	-3	8%	1%
O=C(Nc1ccc2nc3n(c(=O)c2c1)CCCC3)c1cccc(F)c1	25%	-20%	23%	-3%	-1%	-1	u	-8	12	2%	u
COc1ccc(Nc2nc3ccc(C)cc3cc2C#N)c(OC)c1	24%	0%	14%	-5%	-7%	1	11%	-12	17	1%	-8%
Cc1ccc(OCCC(=O)OCC(=O)NC2CCS(=O)(=O)C2)cc1 (centres undefined)	x	16%	-1%	2%	x	x	4%	9	-9	1%	-3%
Cc1c(C(=O)OCC(=O)N(C)c2ccccc2)cccc1[N+](=O)[O-]	26%	-2%	-4%	0%	1%	-1	-5%	-17	-18	1%	-4%
CC(NC(=O)c1noc2c1CCCC2)c1ccccc1 (centres undefined)	23%	0%	-1%	-2%	-1%	5	-4%	-2	7	-1%	-3%
COc1ccc(C(=O)Nc2ccc(C(=O)Nc3cccnc3)cc2)cc1	25%[1.91 µM]	1%	1%	1%	-25%	-6	19%	16	-8	u	-1%
O=C(Nc1cc(Cl)ccc1-n1cncn1)c1cc(F)cc(F)c1	x	8%	10%	-4%	x	x	3%	-8	18	1%	-1%
